Source: PubChem
PAFAH1B3 FP inh: PAFAH1B3 enzyme inhibitors, primary screen, biochemical, fluorescence polarization, human. Platelet-activating factor acetylhydrolase IB subunit alpha1 (Homo sapiens), Q15102. recombinant PAFAH1B3, FP-rhodamine probe. inhibition, % at 3.39 µM. actives 0.28% (n = 340,000);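 active means inhibition above the screen-wide average of all tested compounds plus 3 SD, cut at about 25% in these data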;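 further: 0% = enzyme with DMSO only and 100% = wells lacking PAFAH1B3 protein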
Target sequence (Q15102 whole entry, looked up): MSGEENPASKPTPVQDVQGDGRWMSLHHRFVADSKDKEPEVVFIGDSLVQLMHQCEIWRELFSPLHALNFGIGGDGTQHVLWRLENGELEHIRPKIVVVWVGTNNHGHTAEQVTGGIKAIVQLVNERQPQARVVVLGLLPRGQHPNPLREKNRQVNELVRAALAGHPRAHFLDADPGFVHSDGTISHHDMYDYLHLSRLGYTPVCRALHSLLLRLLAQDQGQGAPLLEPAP
PAFAH2 inh: PAFAH2 enzyme inhibitors, primary screen, biochemical, fluorescence polarization, human. recombinant PAFAH2, FP-rhodamine activity probe. inhibition, % at 3.39 µM. actives 0.99% (n = 340,000);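 active means inhibition above the mean over all tested compounds plus 3 SD, cut at about 30% in these data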;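 further: inhibitors block probe labeling of enzyme so polarization drops; 0% = enzyme with DMSO and 100% = wells lacking PAFAH2 protein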
ZTA counter: blocks Epstein-Barr virus ZTA, an EBNA-1 counter-screen. ZTA-DNA binding, fluorescence polarization. inhibition, % at 11 µM. actives 0.15% (n = 320,000). AID 2234; in the data active means inhibition above about 33%
Target sequence (P03206 whole entry, looked up): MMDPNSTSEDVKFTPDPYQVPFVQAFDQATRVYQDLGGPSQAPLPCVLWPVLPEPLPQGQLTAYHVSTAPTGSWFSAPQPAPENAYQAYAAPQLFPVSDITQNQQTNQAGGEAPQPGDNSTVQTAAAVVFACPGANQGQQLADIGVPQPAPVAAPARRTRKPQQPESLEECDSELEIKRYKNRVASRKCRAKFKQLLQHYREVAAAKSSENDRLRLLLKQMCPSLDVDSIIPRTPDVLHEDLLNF
PAD4 FP inh: human PAD4 inhibitors, primary screen, biochemical, fluorescence polarization, 1536-well format. inhibition, % at 6.36 µM. Protein-arginine deiminase type-4 (Homo sapiens), Q9UM07. recombinant PAD4, RCA probe fluorescence polarization. actives 0.41% (n = 330,000);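 active means percent inhibition above a cutoff equal to the mean of all tested compounds plus 3 SD, cut at about 15% in these data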;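 further: 0% = PAD4 with RCA probe and DMSO and 100% = probe without PAD4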
LYPLA2 inh: LYPLA2 inhibitors, primary screen, counter-screen for PME1 inhibitor project, biochemical, fluorescence polarization, FP-Rh probe ABPP; Acyl-protein thioesterase 2 (Homo sapiens), O95372; recombinant LYPLA2; inhibition, % at 5.9 µM; actives 0.38% (n = 320,000); AID 2177, 2009;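 active means inhibition above the screen-wide mean plus 3 SD, limit set per campaign, cut at about 26% in these data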;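 further: 0% = LYPLA2 with DMSO and 100% = wells lacking LYPLA2 enzyme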
Target sequence (O95372 whole entry, looked up): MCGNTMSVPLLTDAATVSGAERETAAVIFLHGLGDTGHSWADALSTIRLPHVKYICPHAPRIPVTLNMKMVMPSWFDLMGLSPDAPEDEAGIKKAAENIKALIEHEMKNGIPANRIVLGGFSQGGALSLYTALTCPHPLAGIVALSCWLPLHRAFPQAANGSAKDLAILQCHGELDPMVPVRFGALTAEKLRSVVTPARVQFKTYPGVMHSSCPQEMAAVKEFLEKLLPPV
GSTO1 inh: inhibitors of recombinant GSTO1, primary screen, counter-screen for RBBP9 inhibitor project, biochemical, fluorescence polarization. activity-based probe fluorescence polarization. inhibition, % at 5.96 µM. actives 1.1% (n = 300,000);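 active means inhibition above the campaign mean inhibition plus 3 SD, cut at about 35% in these data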;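 further: 0% = GSTO1-1 with DMSO and 100% = wells lacking GSTO1-1 enzyme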
PREPL inh: PREPL enzyme inhibitors, primary screen, biochemical, fluorescence polarization | Prolyl endopeptidase-like (Homo sapiens), Q4J6C6 | recombinant PREPL, fluorescence polarization activity-based probe | inhibition, % at 5.96 µM | actives 0.68% (n = 320,000) | AID 2751, 2010; in the data active means inhibition above about 43%;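 further: 0% = enzyme with DMSO and 100% = wells lacking enzyme; many of its hits are not listed in these tables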
EBNA-1 inhibitor: EBNA-1 DNA-binding inhibitors, primary screen, biochemical, fluorescence polarization. actives 0.34% (n = 300,000). inhibition, % at 14.8 µM. AID 1950, 2009; in the data active means inhibition above about 28%
LYPLA1 counter: LYPLA1 inhibitors, primary screen, counter-screen for PME1 inhibitor project, biochemical, fluorescence polarization, FP-Rh probe ABPP | actives 0.16% (n = 320,000) | recombinant LYPLA1 | inhibition, % at 5.9 µM | AID 2174, 2009;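 active means inhibition above the mean of all tested compounds plus 3 SD, set per campaign, cut at about 14% in these data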;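 further: inhibitors block serine hydrolase probe labeling of LYPLA1 so polarization falls; 0% = enzyme with DMSO and 100% = wells lacking LYPLA1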
Target sequence (O75608 whole entry, looked up): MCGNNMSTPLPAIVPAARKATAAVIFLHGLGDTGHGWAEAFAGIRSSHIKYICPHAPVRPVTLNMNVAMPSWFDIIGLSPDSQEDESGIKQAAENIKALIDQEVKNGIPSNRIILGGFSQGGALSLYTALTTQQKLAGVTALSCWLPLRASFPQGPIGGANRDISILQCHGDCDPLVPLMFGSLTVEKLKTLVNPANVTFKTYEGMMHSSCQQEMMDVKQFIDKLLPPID
* marks the source's active call; other numbers are inactive results.

For COCCn1c(N2CCCC2)nc2c1c(=O)[nH]c(=O)n2C the results were PAFAH1B3 FP inh 1, PAFAH2 inh 0, ZTA counter 5, PAD4 FP inh -3, LYPLA2 inh 6, GSTO1 inh 1, PREPL inh 3, EBNA-1 inhibitor -2 and LYPLA1 counter 6.
Screening C[C@@H]1CN([C@@H](C)CO)C(=O)c2cccc(NC(=O)Nc3ccccc3)c2O[C@H]1CN(C)C(=O)Nc1cccc2ccccc12 returned PAFAH1B3 FP inh 16, PAFAH2 inh -17, PAD4 FP inh 2 and PREPL inh 15.
For O=S(=O)(c1ccc(C2=CSC3=NCCN23)cc1)N1CCOCC1 the results were PAFAH1B3 FP inh 1, PAFAH2 inh 5, ZTA counter -8, PAD4 FP inh -3, LYPLA2 inh 6, GSTO1 inh -4, PREPL inh 0, EBNA-1 inhibitor -14 and LYPLA1 counter 3.
For CC1CCCCN1C(=O)COC(=O)Cc1c[nH]c2ccccc12 (stereo not drawn) the results were PAFAH1B3 FP inh 0, PAFAH2 inh 0, PAD4 FP inh 6 and PREPL inh 18.
Cc1ccc(C(=O)NCCc2cccc(Cl)c2)cc1[N+](=O)[O-] was read as PAFAH1B3 FP inh 6, PAFAH2 inh -2, ZTA counter 4, PAD4 FP inh -7, LYPLA2 inh -4, GSTO1 inh 3, PREPL inh 21, EBNA-1 inhibitor -6 and LYPLA1 counter 0.
For CN1CCN(C(=O)CCN2C(=O)/C(=C/c3ccccc3Cl)SC2=S)CC1 the results were PAFAH1B3 FP inh 6, PAFAH2 inh 7, ZTA counter -2, PAD4 FP inh -65, LYPLA2 inh -23, GSTO1 inh 3, PREPL inh -34, EBNA-1 inhibitor -9 and LYPLA1 counter -4.
COCCNC(=O)c1cc(-c2ccccc2)nn1CC1CC(c2cccnc2)=NO1 (stereo not drawn) was read as PAFAH1B3 FP inh 6, PAFAH2 inh -15, ZTA counter active, PAD4 FP inh 0, LYPLA2 inh -9, GSTO1 inh -1, PREPL inh 3, EBNA-1 inhibitor 9 and LYPLA1 counter 0.
Screening CC[n+]1c(-c2ccc(C)cc2)csc1Nc1c(C)n(C)n(-c2ccccc2)c1=O returned PAFAH1B3 FP inh 2, PAFAH2 inh 6, ZTA counter 8, PAD4 FP inh 4, LYPLA2 inh 4, GSTO1 inh 3, PREPL inh 28, EBNA-1 inhibitor -6 and LYPLA1 counter 0.
`Cn1nc([N+](=O)[O-])nc1Oc1ccccc1N` gave PAFAH1B3 FP inh 7, PAFAH2 inh 1, ZTA counter 11, PAD4 FP inh -1, LYPLA2 inh 1, GSTO1 inh 9, PREPL inh 3, EBNA-1 inhibitor 0 and LYPLA1 counter -3.
O=C(O)c1ccc(-c2noc(-c3cccc(F)c3)n2)cc1 was read as PAFAH1B3 FP inh 1, PAFAH2 inh 1, ZTA counter -19, PAD4 FP inh -5, LYPLA2 inh 4, GSTO1 inh -3, PREPL inh 8, EBNA-1 inhibitor 9 and LYPLA1 counter 2.
`Cc1ccc(NC(=O)CN(C)C(=O)c2sc3cc(Cl)ccc3c2Cl)cc1` gave PAFAH1B3 FP inh 0, PAFAH2 inh -2, ZTA counter 6, PAD4 FP inh -6, LYPLA2 inh 1, GSTO1 inh 4, PREPL inh -17, EBNA-1 inhibitor 25 and LYPLA1 counter -1.
For CCCCCCn1c(CN2CCN(C(=O)c3ccco3)CC2)nc2c1c(=O)n(C)c(=O)n2C the results were PAFAH1B3 FP inh 4, PAFAH2 inh -4, ZTA counter 7, PAD4 FP inh 1, LYPLA2 inh 7, GSTO1 inh 2, PREPL inh 11, EBNA-1 inhibitor 6 and LYPLA1 counter 2.
Screening O=C1c2cccnc2C(=O)N1Cc1ccc(S(=O)(=O)N2CCOc3ccc(Cl)cc32)cc1 returned PAFAH1B3 FP inh 13, PAFAH2 inh 8, ZTA counter 10, PAD4 FP inh 1, LYPLA2 inh -4, GSTO1 inh 4, PREPL inh 1, EBNA-1 inhibitor -13 and LYPLA1 counter -4.
Screening CC(=O)Nc1ccc(NC(=O)C2CCCN2C(=O)Nc2ccc(F)cc2)cc1 (stereo not drawn) returned PAFAH1B3 FP inh -2, PAFAH2 inh -10, ZTA counter -8, PAD4 FP inh -4, LYPLA2 inh 7, GSTO1 inh 16, PREPL inh -12, EBNA-1 inhibitor 3 and LYPLA1 counter 3.
Screening CCC1(C)NC(=O)N(CC(=O)N2N=C(c3ccccc3)CC2c2ccc(OC)cc2)C1=O (stereo not drawn) returned PAFAH1B3 FP inh 1, PAFAH2 inh 5, ZTA counter -37, PAD4 FP inh 1, LYPLA2 inh 8, GSTO1 inh 5, PREPL inh 8, EBNA-1 inhibitor -10 and LYPLA1 counter -2.
CC(C)OC(=O)c1nnn(-c2nonc2N)c1CSc1ccccn1 was read as PAFAH1B3 FP inh 10, PAFAH2 inh -1, ZTA counter -10, PAD4 FP inh 0, LYPLA2 inh 0, GSTO1 inh -1, PREPL inh 1, EBNA-1 inhibitor 4 and LYPLA1 counter 4.
For CC(=O)NCC12CC3CC(C1)CC(C(=O)O)(C3)C2 the results were PAFAH1B3 FP inh -3, PAFAH2 inh 1, ZTA counter -12, PAD4 FP inh 1, LYPLA2 inh -3, GSTO1 inh 8, PREPL inh 5, EBNA-1 inhibitor -1 and LYPLA1 counter 0.
Screening CCc1nn2c(N(C)CCO)cc(C)nc2c1-c1ccc(F)cc1 returned PAFAH1B3 FP inh 0, PAFAH2 inh -1, ZTA counter -4, PAD4 FP inh 0, LYPLA2 inh 13, GSTO1 inh -5, PREPL inh 14, EBNA-1 inhibitor 1 and LYPLA1 counter 3.
`O=C(CCNS(=O)(=O)c1ccccc1F)N1CCN(C/C=C/c2ccccc2)CC1` gave PAFAH1B3 FP inh 7, PAFAH2 inh 2, ZTA counter 18, PAD4 FP inh -3, LYPLA2 inh 16, GSTO1 inh 9, PREPL inh 18, EBNA-1 inhibitor 5 and LYPLA1 counter 1.
Screening CCC(C(=O)OCC(=O)N1CCN(c2ccc(OC)cc2)CC1)c1ccccc1 (stereo not drawn) returned PAFAH1B3 FP inh 7, PAFAH2 inh 6, ZTA counter -12, PAD4 FP inh 4, LYPLA2 inh 9, PREPL inh 14 and LYPLA1 counter 4.
COc1ccc(Oc2cccc(Cl)c2CNC(=O)CCCC(=O)O)cc1 was read as ZTA counter -10, PAD4 FP inh 2, LYPLA2 inh -5, GSTO1 inh 10, PREPL inh 12, EBNA-1 inhibitor -11 and LYPLA1 counter -2.
Screening COC(=O)c1cc(S(=O)(=O)NC2CCN(Cc3ccccc3)CC2)cn1C returned PAFAH1B3 FP inh 14, PAFAH2 inh -7, ZTA counter 13, PAD4 FP inh 0, LYPLA2 inh -7, GSTO1 inh 4, PREPL inh -7, EBNA-1 inhibitor 8 and LYPLA1 counter -2.
Screening CC(=O)c1ccc(NC(=O)C2(c3ccccc3)CC2(Cl)Cl)cc1 (stereo not drawn) returned PAFAH1B3 FP inh 5, PAFAH2 inh 2, ZTA counter -7, PAD4 FP inh -2, LYPLA2 inh -4, GSTO1 inh -2, PREPL inh -14, EBNA-1 inhibitor -10 and LYPLA1 counter -1.
For CCC(=O)Nc1ccccc1C(=O)NC1CCCCC1 the results were PAFAH1B3 FP inh 1, PAFAH2 inh -4, ZTA counter -4, PAD4 FP inh -4, LYPLA2 inh 2, GSTO1 inh 0, PREPL inh 9, EBNA-1 inhibitor 5 and LYPLA1 counter 0.
For COC(=O)CCN(C(=O)c1ccc(N2CCCC2)c([N+](=O)[O-])c1)c1ccccn1 the results were PAFAH1B3 FP inh -3, PAFAH2 inh 0, ZTA counter -16, PAD4 FP inh -2, LYPLA2 inh 4, GSTO1 inh 9, PREPL inh 12, EBNA-1 inhibitor 13 and LYPLA1 counter 7.
Screening O=C(CC1SC(=NCC2CCCO2)NC1=O)Nc1cccc2ccccc12 (stereo not drawn) returned PAFAH1B3 FP inh 0, PAFAH2 inh -5, ZTA counter 10, PAD4 FP inh 1, LYPLA2 inh -6, GSTO1 inh -1, PREPL inh -8, EBNA-1 inhibitor -1 and LYPLA1 counter -3.
For Nc1ccc2c(C(F)(F)F)cc(C(F)(F)F)nc2n1 the results were PAFAH1B3 FP inh 2, PAFAH2 inh 3, ZTA counter -13, PAD4 FP inh -5, LYPLA2 inh -2, GSTO1 inh 3, PREPL inh 9, EBNA-1 inhibitor -10 and LYPLA1 counter 0.
For CN(C)c1nn(C(=O)Nc2cccc(C(F)(F)F)c2)cc1-c1ccccc1 the results were PAFAH1B3 FP inh 1, PAFAH2 inh 1, ZTA counter 7, PAD4 FP inh -3, LYPLA2 inh -3, GSTO1 inh -1, PREPL inh -11, EBNA-1 inhibitor -2 and LYPLA1 counter -1.
Screening Clc1ccc(CNc2cnccn2)cc1 returned PAFAH1B3 FP inh 12, PAFAH2 inh -3, ZTA counter 12, PAD4 FP inh 3, LYPLA2 inh 11, GSTO1 inh 1, PREPL inh -12, EBNA-1 inhibitor 12 and LYPLA1 counter -1.
For O=C(NN=Cc1ccccc1Cl)c1ccc(-n2cnnn2)cc1 the results were PAFAH1B3 FP inh 9, PAFAH2 inh 6, PAD4 FP inh 1 and PREPL inh 1.

In the list so far, 2 have two or more sulfur atoms:
For O=S(=O)(c1ccc(C2=CSC3=NCCN23)cc1)N1CCOCC1 the results were PAFAH1B3 FP inh 1, PAFAH2 inh 5, ZTA counter -8, PAD4 FP inh -3, LYPLA2 inh 6, GSTO1 inh -4, PREPL inh 0, EBNA-1 inhibitor -14 and LYPLA1 counter 3.
For CN1CCN(C(=O)CCN2C(=O)/C(=C/c3ccccc3Cl)SC2=S)CC1 the results were PAFAH1B3 FP inh 6, PAFAH2 inh 7, ZTA counter -2, PAD4 FP inh -65, LYPLA2 inh -23, GSTO1 inh 3, PREPL inh -34, EBNA-1 inhibitor -9 and LYPLA1 counter -4.

The listing continues:
Screening Cc1ccc(N2C(=O)NC(NC(=O)C(C)(C)C)(C(F)(F)F)C2=O)cc1 (stereo not drawn) returned PAFAH1B3 FP inh 7, PAFAH2 inh 9, ZTA counter -19, PAD4 FP inh 2, LYPLA2 inh 2, GSTO1 inh 7, PREPL inh 25, EBNA-1 inhibitor -4 and LYPLA1 counter 3.
For Cc1ccc(S(=O)(=O)NCC(=O)N(CC(=O)NCC2CCCO2)c2cccc(F)c2)cc1 (stereo not drawn) the results were PAFAH1B3 FP inh 4, PAFAH2 inh -2, ZTA counter -10, PAD4 FP inh 1, LYPLA2 inh 1, GSTO1 inh 5, PREPL inh 20, EBNA-1 inhibitor -13 and LYPLA1 counter 0.
Screening C#CCOCCOCCOCCNc1nc(N2CCN(C(=O)[C@H]([C@@H](C)CC)n3cc(CCCCN)nn3)CC2)nc(N2CCN(C(=O)[C@H](C)n3cc(CCC(=O)O)nn3)CC2)n1 returned PAFAH1B3 FP inh 10, PAFAH2 inh -4, ZTA counter -3, PAD4 FP inh -3, LYPLA2 inh 3, GSTO1 inh 2, PREPL inh -6, EBNA-1 inhibitor -4 and LYPLA1 counter 2.
Screening O=C(Nc1nc(-c2cccs2)cs1)c1cccc(S(=O)(=O)N2CCCCC2)c1 returned PAFAH1B3 FP inh -10, PAFAH2 inh -46, ZTA counter -1, PAD4 FP inh -5, LYPLA2 inh -36, GSTO1 inh -13, PREPL inh 3, EBNA-1 inhibitor 9 and LYPLA1 counter -26.
For CNC(=O)CC1C(=O)N(C)C(=S)N1NC(=O)c1ccccc1 (stereo not drawn) the results were PAFAH1B3 FP inh 9, PAFAH2 inh 3, ZTA counter -9, PAD4 FP inh 2, LYPLA2 inh 1, GSTO1 inh -2, PREPL inh 10, EBNA-1 inhibitor 0 and LYPLA1 counter 4.

An excerpt. The share of hits here may be higher or lower than overall.
